Screening data from PubChem BioAssay.
CAL PDZ FP-1 – untagged CAL PDZ binding inhibitors, primary screen, biochemical, fluorescence polarization, HTS. purified CAL PDZ, TMR-peptide fluorescence polarization, 1 h. AID 602252, 2012. hit rate 0.92% among 300,000. Golgi-associated PDZ and coiled-coil motif-containing protein (Homo sapiens), Q9HD26. inhibition, % at 24.9 µM;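 active means mean inhibition of at least 30% with at least half of replicates also reaching 30%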;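 further: 0% = DMSO neutral control and 100% = excess unlabeled competitor peptide PRC23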
C-LANA FP – inhibitors of KSHV C-LANA binding to DNA, primary screen, biochemical, fluorescence polarization, FAM-LBS DNA, MBP-C-LANA, single point | hit rate 0.078% among 340,000 | inhibition, % at 9 µM | Kaposi's sarcoma herpesvirus LANA C-terminal domain (residues 932-1162) DNA binding;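 active means highest replicate inhibition at or above 60% at 9 µM, even if other replicates fall short; inactive means all replicates below 60% inhibition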;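 further: 0% = neutral control wells and 100% = 4 µM acridine orange control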
Rtt109 HAT inh – inhibitors of C. albicans Rtt109/Vps75 HAT, primary screen, biochemical, ThioGlo CoA-SH fluorescence, plate reader. Histone acetyltransferase RTT109 (Candida albicans (strain SC5314 / ATCC MYA-2876)), …. purified Rtt109/Vps75, 4 h. inhibition, % at 34.9 µM. hit rate 0.16% among 330,000. AID 540336, 2011;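 active means inhibition of at least 50% in every replicate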
Target sequence (Q5AAJ8 whole entry, looked up): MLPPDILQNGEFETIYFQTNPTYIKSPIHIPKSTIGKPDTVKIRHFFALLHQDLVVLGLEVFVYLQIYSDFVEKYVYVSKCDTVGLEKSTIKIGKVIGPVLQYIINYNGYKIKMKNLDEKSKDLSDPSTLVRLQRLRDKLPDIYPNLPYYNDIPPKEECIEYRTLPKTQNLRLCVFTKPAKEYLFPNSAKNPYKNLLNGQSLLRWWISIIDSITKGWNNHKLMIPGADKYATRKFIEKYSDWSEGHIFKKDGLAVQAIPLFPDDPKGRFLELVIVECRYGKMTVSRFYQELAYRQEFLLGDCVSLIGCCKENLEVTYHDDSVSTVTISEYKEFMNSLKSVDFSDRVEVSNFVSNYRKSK
SR-BI DiI-HDL act – activators of SR-BI mediated DiI-HDL uptake, primary screen, ldlA[mSR-BI] CHO cells, DiI fluorescence. 3 h; 100 = double the neutral-control signal. activation, % at 12.5 µM. hit rate 0.096% among 320,000. AID 504775, 2011;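 active means mean replicate activation of at least 60% and every replicate at or above 60%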;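 further: 0% = median plate neutral-control signal and 100% = twice that signal; values of inactives mirror those of a sister screen read the other way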
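Test system: SR-BI-overexpressing, LDLR-lacking CHO cells; Also added: labelled HDL, 10 µg/mL; Measured by: bottom-read cell fluorescence after medium removal, ex 550/em 595 nm; Timing: 3 h uptake period with compound, 37 °C; Buffer or medium: F12, 0.5% BSA, 25 mM HEPES; Doses: single compound concentration, delivered by pin transfer.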
RTF Ca sens inh – cardiac RTF calcium sensitivity inhibitors, primary screen, biochemical, IANBD-TnC fluorescence, EC70 calcium. inhibition, % at 7.15 µM. hit rate 0.12% among 340,000. AID 493244, 2011. IANBD-labeled cardiac RTF, Ca2+ fluorescence. Troponin I, cardiac muscle (Homo sapiens) + Troponin T, cardiac muscle (Homo sapiens) + …;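 active means inhibition above the mean inhibition of all tested compounds plus 3 SD, cut at about 17% in these data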;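 further: assay run at fixed EC70 calcium of 1.6 mM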
DAGLB inhibitor – DAGLB lipase inhibitors, primary screen, biochemical, fluorescence, HTS. Diacylglycerol lipase-beta (Homo sapiens), Q8NCG7. HEK293T DAGLB membrane lysate, EnzChek fluorogenic substrate. inhibition, % at 5.17 µM. hit rate 0.059% among 340,000. AID 504411, 2011; in the data active means inhibition above about 34%;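 further: 0% = enzyme with vehicle and 100% = wells lacking enzyme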
Target sequence (Q8NCG7 whole entry, looked up): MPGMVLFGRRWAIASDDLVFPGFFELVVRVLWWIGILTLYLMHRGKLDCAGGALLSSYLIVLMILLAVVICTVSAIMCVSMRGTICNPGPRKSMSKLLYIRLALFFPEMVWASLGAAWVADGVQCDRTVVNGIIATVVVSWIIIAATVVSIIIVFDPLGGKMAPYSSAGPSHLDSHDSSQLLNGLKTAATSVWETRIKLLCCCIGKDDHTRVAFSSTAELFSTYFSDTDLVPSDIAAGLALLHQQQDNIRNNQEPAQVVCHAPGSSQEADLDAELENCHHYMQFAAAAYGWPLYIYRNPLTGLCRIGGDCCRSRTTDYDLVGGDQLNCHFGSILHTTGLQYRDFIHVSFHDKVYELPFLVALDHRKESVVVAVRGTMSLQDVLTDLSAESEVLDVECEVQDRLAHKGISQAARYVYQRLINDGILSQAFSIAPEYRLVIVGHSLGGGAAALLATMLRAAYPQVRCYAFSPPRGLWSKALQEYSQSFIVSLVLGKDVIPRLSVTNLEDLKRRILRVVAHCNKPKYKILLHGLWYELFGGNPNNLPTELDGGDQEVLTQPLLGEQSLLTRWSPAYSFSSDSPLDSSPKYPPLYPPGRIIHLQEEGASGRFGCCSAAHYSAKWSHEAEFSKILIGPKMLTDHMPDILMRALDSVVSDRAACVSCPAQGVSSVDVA
Keap1-Nrf2 PPI – Keap1-Nrf2 protein-protein interaction inhibitors, primary screen, biochemical, fluorescence polarization, single point; inhibition, % at 9.4 µM; hit rate 0.15% among 340,000; Keap1 Kelch-Nrf2 peptide fluorescence polarization, 1536-well; Kelch-like ECH-associated protein 1 (Homo sapiens), Q14145; in the data active means inhibition above about 12%;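 further: human Keap1 Kelch domain with fluorescein labeled Nrf2 9mer peptide probe; 0% = neutral control wells and 100% = peptide positive control; higher means more block of Keap1 binding to Nrf2 peptide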
cardiac RTF act – cardiac RTF calcium sensitivity activators, primary screen, biochemical, IANBD-TnC fluorescence, EC20 calcium | Troponin I, cardiac muscle (Homo sapiens) + Troponin T, cardiac muscle (Homo sapiens) + … | IANBD-labeled TnC RTF fluorescence at EC20 calcium; 0% EC20 calcium, 100% full calcium | activation, % at 7.2 µM | hit rate 0.24% among 340,000;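 active means activation above the mean over all tested compounds plus 3 SD, cut at about 30% in these data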;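 further: rise in fluorescence read as greater calcium sensitivity of cardiac thin filaments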
PKA-R2B act – activators of PKA-R2B holoenzyme, primary screen, biochemical, fluorescence polarization, Cy5-IP20, human; cAMP-dependent protein kinase catalytic subunit beta (Homo sapiens) + cAMP-dependent …; PKA-R2B holoenzyme dissociation; R2B truncated from residue 108, S112A mutant; 0% DMSO only, 100% 113 µM cGMP; activation, % at 11.4 µM; hit rate 0.079% among 340,000; AID 504700, 2011;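 active means activation above a cutoff set at the mean over all compounds plus 3 SD, cut at about 18% in these data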;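 further: higher means more holoenzyme dissociation and a rise in polarization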
CAL PDZ FP-2 – CAL PDZ peptide-binding inhibitors, primary screen, biochemical, fluorescence polarization, Cer-tagged CAL PDZ, HTS. purified CAL PDZ, TMR-peptide fluorescence polarization, 1 h. Golgi-associated PDZ and coiled-coil motif-containing protein (Homo sapiens), Q9HD26. AID 504414, 2011. hit rate 0.02% among 330,000. inhibition, % at 20 µM;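 active means highest replicate inhibition of at least 40%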;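 further: plate controls were DMSO neutral control wells for no effect and unlabeled competitor peptide control wells for full effect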
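System: tagged CAL PDZ domain. Schedule: 1 h room-temperature incubation prior to read. Signal: fluorescence polarization (mP). Measure: percent inhibition from loss of millipolarization.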
An asterisk follows results filed as active; . = no result given.

SMILES | CAL PDZ FP-1 | C-LANA FP | Rtt109 HAT inh | SR-BI DiI-HDL act | RTF Ca sens inh | DAGLB inhibitor | Keap1-Nrf2 PPI | cardiac RTF act | PKA-R2B act | CAL PDZ FP-2
COc1ccc(NS(=O)(=O)c2ccc(NC(=S)NCC3CCCO3)cc2)cc1 (stereo not given) | 0 | -0.1 | -2 | 24 | -2 | -1 | -4 | -8 | 1 | -2.1
O=C(NCc1cccnc1)C(=O)NCC1OCCN1S(=O)(=O)c1ccccc1 (stereo not given) | -2 | 0.2 | -3 | 31 | 2 | 1 | -4 | -4 | -4 | -0.8
CCOC(=O)C1=CN(Cc2cccc(F)c2)S(=O)(=O)N(C)C1c1ccc(C(F)(F)F)cc1 (stereo not given) | -11 | 0.2 | 3 | 0 | -5 | -9 | -2 | -3 | -3 | -2.0
COCc1nnc(NC(=O)c2cccs2)s1 | 1 | 1.5 | -1 | 3 | 3 | 1 | 2 | 12 | -4 | -0.1
COC(=O)c1ccc(N2CCCCC2)c(NC(=O)c2ccco2)c1 | -2 | 1.4 | 4 | . | 8 | -5 | 4 | -9 | -15 | 0.1
O=C(C[n+]1ccc(/C=N/O)cc1)NCc1ccccc1 | 0 | 1.5 | -3 | 16 | -2 | 4 | -2 | 4 | -6 | 1.0
COc1ccc(-c2ccc3c(c2)C2CC3CCN2S(=O)(=O)c2ccccc2C)cc1 (stereo not given) | -5 | 3.0 | -1 | -28 | -1 | -8 | -2 | -10 | 0 | -0.8
CNC(=O)c1sc(-c2cccs2)nc1C | -2 | 2.3 | -7 | 25 | -2 | 0 | -1 | 3 | -5 | 0.6
C=CCn1c(C)cc(C(=O)CN2C(=O)NC3(CCCc4ccccc43)C2=O)c1C (stereo not given) | -7 | -0.3 | 7 | 1 | -5 | 2 | -8 | 1 | 4 | -1.0
CCOc1ccc(-c2nc(CCl)cs2)cc1 | 1 | -0.4 | 13 | 12 | -7 | -1 | 4 | -1 | 3 | -1.7
O=C1CCC/C1=C/Nc1ccc(Cl)cc1 | -2 | 0.1 | . | 18 | -7 | -3 | -5 | -6 | 4 | -1.2
O=C(NCC(=O)N(CCc1ccccc1)C(C(=O)NC1CCCC1)c1cccnc1)c1ccco1 (stereo not given) | 1 | -0.8 | 4 | 19 | 1 | 0 | -3 | 0 | -2 | 0.9
CCN(CC)CCn1c2ccccc2c2nc3ccccc3nc21 | -2 | -7.1 | -6 | -7 | -4 | 0 | -5 | 1 | 0 | -0.1
Cn1cccc1C(=O)C(=O)Nc1cc(Cl)cc(Cl)c1 | 2 | 6.7 | 1 | -57 | -13 | -4 | -1 | 0 | 1 | .
COC(=O)c1cccc(NC(=O)CCc2cc(OC)c(OC)c(OC)c2)c1 | -1 | 3.3 | 0 | 7 | -1 | -1 | -1 | 1 | 10 | -2.8
CCC(=O)N1CCCc2cc(S(=O)(=O)N3CCN(c4ccccc4F)CC3)ccc21 | -5 | -2.1 | -3 | -20 | -4 | -3 | 1 | -2 | 0 | -0.6
CC(=O)Oc1ccc(-c2csc(Nc3cccnc3)n2)cc1 | -3 | -0.7 | -4 | -14 | 2 | 1 | 0 | -2 | -14 | -0.5
COc1ccc(CCNS(=O)(=O)c2cc3c4c(c2)C(C)C(=O)N4CCC3)cc1OC (stereo not given) | -5 | 0.5 | -7 | 12 | -3 | 2 | 1 | -10 | -5 | -2.1
COc1cccc(CN2CCNC(=O)C2CC(=O)NC2CCOCC2)c1OC (stereo not given) | -2 | 1.1 | -3 | 21 | -3 | -2 | -2 | 4 | -3 | -1.6
COc1cc2c(cc1NC(=O)c1cccnc1)CCCC2 | 0 | -0.8 | -3 | -68 | -7 | 2 | -3 | 10 | -2 | -0.7

Entries of single compounds, looked up by structure.
Entry for CNC(=O)c1sc(-c2cccs2)nc1C = CAL PDZ FP-1 = -2; C-LANA FP = 2.3; Rtt109 HAT inh = -7; SR-BI DiI-HDL act = 25; RTF Ca sens inh = -2; DAGLB inhibitor = 0; Keap1-Nrf2 PPI = -1; cardiac RTF act = 3; PKA-R2B act = -5; CAL PDZ FP-2 = 0.6
Entry for O=C(NCc1cccnc1)C(=O)NCC1OCCN1S(=O)(=O)c1ccccc1 (stereo not given) = CAL PDZ FP-1 = -2; C-LANA FP = 0.2; Rtt109 HAT inh = -3; SR-BI DiI-HDL act = 31; RTF Ca sens inh = 2; DAGLB inhibitor = 1; Keap1-Nrf2 PPI = -4; cardiac RTF act = -4; PKA-R2B act = -4; CAL PDZ FP-2 = -0.8

(listing goes on)
SMILES | CAL PDZ FP-1 | C-LANA FP | Rtt109 HAT inh | SR-BI DiI-HDL act | RTF Ca sens inh | DAGLB inhibitor | Keap1-Nrf2 PPI | cardiac RTF act | PKA-R2B act | CAL PDZ FP-2
CC(=O)N[C@H]1C(O)O[C@H](CO)[C@@H](O)[C@@H]1O (stereo not given in full) | -3 | -1.6 | 6 | -11 | 9 | 0 | -6 | 9 | 11 | -1.6
CC(C)(C)C(=O)Oc1cccc(Nc2ncnc3ccccc23)c1 | -3 | -1.6 | 1 | -9 | -8 | -3 | -5 | -1 | -14 | -2.3
COc1cc(C2NC(=O)NC(c3ccccc3)=C2C(C)=O)c(Br)cc1OCC(N)=O (stereo not given) | . | -0.6 | 19 | 13 | -4 | 0 | 4 | -2 | -7 | -0.9
Cc1ccc(Oc2ccccc2/C=N/O)cc1 | -1 | -0.1 | 2 | 12 | -9 | -2 | 1 | -4 | 11 | -0.3
Cc1ccc(NC(=S)NCCSc2ccc(Cl)cc2)c(C)c1 | -2 | -0.8 | 8 | -19 | -2 | -4 | -1 | -3 | 2 | -1.1
CC1CCN(C(=O)COC(=O)CNC(=O)c2ccccc2F)CC1 | -1 | -0.8 | -6 | 6 | -4 | -2 | -2 | -3 | -4 | -2.2
Cc1nc(SCc2nc3cc(Cl)c(F)cc3[nH]2)c2oc3ccccc3c2n1 | -9 | -0.1 | -11 | -22 | -10 | -4 | -12 | 7 | -10 | -1.8
O=C(CCNC(=O)c1ccccc1Cl)Nc1cccc(S(=O)(=O)N2CCOCC2)c1 | -1 | -1.1 | 4 | 0 | 3 | -2 | 1 | -2 | 0 | 0.0
CC(=O)Nc1ccc(S(=O)(=O)Nc2cccc3cccnc23)cc1 | 5 | 0.6 | 5 | -5 | -5 | -1 | -1 | -5 | -2 | -2.4
COc1ccc(NC(=O)CCCC(=O)OCC(F)(F)C(F)F)cc1 | -4 | 1.2 | -11 | 9 | -11 | -1 | 4 | 11 | 3 | 0.8
N#Cc1c[nH]n2c(=O)cc(Cc3ccccc3)nc12 | 0 | 0.3 | 9 | 23 | -7 | 2 | -3 | 2 | 1 | 0.1
O=C(/C=C/c1ccc(S(=O)(=O)N2CCOCC2)cc1)NC(=S)Nc1ccc(Cl)cc1Cl | 0 | -1.1 | . | -15 | -11 | -2 | -5 | -2 | 11 | -2.9
COc1ccc(CCOC(=O)c2ccc(N)c([N+](=O)[O-])c2)cc1 | -3 | -0.1 | 20 | -2 | 0 | -5 | 2 | -3 | -15 | 0.2
COc1ccc(C2CC(c3cccs3)=NN2C(=O)CSc2nc3ccccc3s2)cc1 (stereo not given) | -2 | 2.9 | 4 | -4 | 2 | -5 | 0 | -1 | 9 | -0.6
CCOC(=O)Cc1csc(NC(=O)CSc2nnc(-n3nc(C)cc3C)c3ccccc23)n1 | -4 | -0.3 | 6 | 27 | -8 | 0 | 6 | -10 | 9 | -0.2
CN(CC(=O)Nc1ccc(Cl)cc1)C(=O)CCc1c[nH]c2ccccc12 | -3 | 0.9 | 6 | 9 | -4 | 0 | -1 | 0 | 0 | -1.7
Cc1ccc(Nc2nnc(SCC(=O)Nc3cccc(S(=O)(=O)NC4=NCCCCC4)c3)s2)cc1 | -5 | 0.1 | 0 | 1 | -8 | 1 | -2 | 3 | -10 | -1.2
CSc1ccc(C(=O)C2CCCN(C(=O)c3ccc4c(c3)no[n+]4[O-])C2)cc1 (stereo not given) | -2 | 4.0 | 3 | . | 5 | 0 | -2 | -2 | -7 | -0.5
CSc1ccccc1C(=O)N1CCC(CCC(=O)NC2CC2)CC1 | -1 | 0.1 | -4 | 15 | -3 | 0 | 3 | -2 | -3 | -2.7
CCC1CCCCN1CCCNC(=O)C1CCCN(c2nn3c(=O)cc(C)nc3s2)C1 (stereo not given) | -1 | 0.6 | -12 | 4 | 3 | -1 | -4 | 0 | 3 | -1.8
CSc1ccccc1NC(=O)COC(=O)c1ccccc1Cc1ccccc1 | -2 | -2.1 | 2 | -13 | 7 | -17 | -2 | -8 | -2 | -3.7
CC(=O)c1cccc(S(=O)(=O)N2CCC(C(=O)NC3CCCC3)CC2)c1 | -3 | 1.2 | -1 | 20 | 0 | 1 | -7 | 1 | 6 | -1.7
CC1CCN(C(=O)c2ccc(NS(=O)(=O)c3cccs3)cc2)CC1 | -2 | 0.0 | -6 | 5 | -18 | 2 | -5 | -3 | -11 | -1.0
O=C(CNC1CCCCC1)Nc1cc(S(=O)(=O)N2CCOCC2)ccc1Cl | 11 | 0.4 | 10 | 5 | -5 | -1 | -2 | 2 | -13 | -0.7
COc1ccc(S(=O)(=O)N2Cc3ccccc3CC2C(=O)Nc2nccs2)cc1 (stereo not given) | -4 | -0.9 | 9 | 8 | -2 | -1 | -4 | -3 | 1 | -2.8
Cc1ccc(OCC(=O)OCC(=O)NC2CC2)cc1C | -8 | 1.0 | 11 | 27 | -10 | 0 | -4 | -1 | -3 | 0.9
CC(C)(C)Cc1nnc(NC(=O)Cc2ccc([N+](=O)[O-])cc2)s1 | 1 | 0.1 | -5 | 0 | 0 | 1 | 2 | 0 | 3 | -0.3
